RXFP1 antagonist: qHTS Assay for Antagonists of the Relaxin Receptor RXFP1; Relaxin receptor 1 (Homo sapiens), Q9HBX9; HEK293-RXFP1, relaxin-stimulated cAMP HTRF, 30 min; hits give low values; activity change, negative = inhibition, % at 57.5 µM; hit rate 0.59% among 350,000;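 active = activity change of -60% or lower, but not beyond a set lower limit; inconclusive = change between -60% and -40%, or beyond the set limit; inactive = change above -40%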; also: % is scaled to controls: 0 for no effect and ±100 for the full control effect
APEX1 inh: qHTS Assay for Inhibitors of the Human Apurinic/apyrimidinic Endonuclease 1 (APE1); recombinant APE1, TAMRA/BHQ-2 abasic DNA cleavage fluorescence; DNA repair nuclease/redox regulator APEX1 (Homo sapiens), P27695; hit rate 0.35% among 350,000; AID 2517, 2012; Potency, µM (highest dose often 65.8 µM), for the others: at the highest dose activity change, negative = inhibition, hits mostly inhibitors;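 also: potency is read from the fitted curve at half-maximal effect; plate controls were vehicle for no effect and reference inhibitor for full effect; nearly all actives have a fitted effect of over 55% in size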
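Kinetic fluorescence read (525 ex/598 em nm, three reads 60 s apart) of AP-site incision; signal = third minus first read. Enzyme 0.75 nM, dual-labelled THF duplex 50 nM, compound preincubation 15 min RT.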
POLK inh: qHTS for Inhibitors of Polymerase Kappa; Potency, µM (doses to about 107 µM), for the others: at the top dose activity, negative = inhibition, actives largely listed as inhibitors; DNA polymerase kappa (Homo sapiens), Q9UBT6; hit rate 0.53% among 400,000; purified Pol kappa, fluorescent DNA synthesis assay, 10 min; AID 588579, 2011; also: potency is read from the fitted curve at half-maximal effect; % is scaled to controls: 0 for no effect and ±100 for the full control effect
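Kinetic fluorescence screen: compound preincubated 15 min RT with 10 nM enzyme; 50 nM substrate (final) initiates; reads at 0/10 min.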
POLB inh: qHTS Assay for Inhibitors of DNA Polymerase Beta. Potency, µM (series often up to 114 µM), without a hit: top-dose activity change, negative = inhibition, actives largely listed as inhibitors. AID 485314, 2010. hit rate 1.3% among 340,000. P06746. Pol beta primer extension/strand displacement, fluorescence kinetic; also: potency is read from the fitted curve at half-maximal effect; % is scaled to controls: 0 for no effect and ±100 for the full control effect
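10 nM enzyme + cpd, 15 min RT; start with substrate 50 nM final; read 0 min and after 10 min RT. Corrected, normalized data; 4-parameter Hill curve fit.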
Pol iota inh: qHTS for Inhibitors of Polymerase Iota | DNA polymerase iota (Homo sapiens), Q9UNA4 | Pol iota fluorescent replication assay, 10 min | Potency, µM (doses to about 115 µM), for inactives: at the highest dose activity, negative = inhibition, most hits filed as inhibitors | hit rate 1% among 390,000 | AID 588590, 2011; also: potency is read from the fitted curve at half-maximal effect
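Fluorescent replication assay read twice, at 0 min and 10 min after adding 50 nM (final) substrate. Enzyme (10 nM) and compounds were first incubated 15 min at room temperature; enzyme-free buffer wells were negative controls.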
BLM helicase inh: qHTS Assay for Inhibitors of Bloom's syndrome helicase (BLM); RecQ-like DNA helicase BLM (Homo sapiens), P54132; recombinant BLM DNA unwinding, fluorescence dequenching; Potency, µM (series often up to 56.1 µM), for inactives: at the top dose activity change, negative = inhibition, usual class: inhibitors; hit rate 0.2% among 350,000; AID 2528, 2010;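 also: potency is read from the fitted curve at half-maximal effect; plate controls were vehicle for no effect and no enzyme for full effect; nearly all actives have a fitted effect of over 35% in size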
Pol eta inh: qHTS for Inhibitors of Polymerase Eta. DNA polymerase eta (Homo sapiens), Q9Y253. recombinant Pol eta, fluorescent DNA replication assay. Potency, µM (titrated, usually from 114 µM), for the others: at the top dose activity change, negative = inhibition, most hits filed as inhibitors. hit rate 1.2% among 390,000; also: potency is read from the fitted curve at half-maximal effect; % is scaled to controls: 0 for no effect and ±100 for the full control effect
Target sequence (Q9Y253 whole entry, looked up): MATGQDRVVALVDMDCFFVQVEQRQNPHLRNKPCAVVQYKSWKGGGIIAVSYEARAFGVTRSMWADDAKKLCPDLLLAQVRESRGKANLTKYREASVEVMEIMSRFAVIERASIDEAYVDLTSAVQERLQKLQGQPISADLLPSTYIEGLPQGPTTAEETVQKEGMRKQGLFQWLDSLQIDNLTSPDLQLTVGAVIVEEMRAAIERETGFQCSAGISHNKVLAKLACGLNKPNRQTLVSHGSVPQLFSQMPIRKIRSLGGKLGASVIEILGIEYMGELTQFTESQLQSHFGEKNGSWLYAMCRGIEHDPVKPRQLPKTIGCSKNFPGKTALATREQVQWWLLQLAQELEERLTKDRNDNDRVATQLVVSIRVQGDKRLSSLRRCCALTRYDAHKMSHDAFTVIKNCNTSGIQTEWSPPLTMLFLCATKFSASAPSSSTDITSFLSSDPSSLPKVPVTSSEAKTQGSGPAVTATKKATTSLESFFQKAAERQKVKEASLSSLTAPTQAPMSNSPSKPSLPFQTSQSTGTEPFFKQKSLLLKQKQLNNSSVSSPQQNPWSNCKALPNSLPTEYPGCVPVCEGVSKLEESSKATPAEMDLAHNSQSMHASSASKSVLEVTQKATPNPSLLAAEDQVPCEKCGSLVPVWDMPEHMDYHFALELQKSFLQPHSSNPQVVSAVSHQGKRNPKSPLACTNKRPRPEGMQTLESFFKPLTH
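Pol eta at 10 nM preincubated with compounds 15 min at room temperature; reaction started with fluorescent substrate (50 nM final) and read kinetically at 0 and 10 min.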
Anesthetic bind: qHTS Assay for Identification of Novel General Anesthetics; hit rate 0.074% among 350,000; Ferritin light chain (Equus caballus), P02791; AID 485281, 2010; apoferritin/1-aminoanthracene competitive binding, fluorescence; Potency, µM (series often up to 77.5 µM), without a hit: top-dose activity change, negative = displacement, most hits filed as inhibitors; also: potency is read from the fitted curve at half-maximal effect; % is scaled to controls: 0 for no effect and ±100 for the full control effect; nearly all actives have a fitted effect of over 20% in size
Target sequence (P02791 2-175 limits assumed): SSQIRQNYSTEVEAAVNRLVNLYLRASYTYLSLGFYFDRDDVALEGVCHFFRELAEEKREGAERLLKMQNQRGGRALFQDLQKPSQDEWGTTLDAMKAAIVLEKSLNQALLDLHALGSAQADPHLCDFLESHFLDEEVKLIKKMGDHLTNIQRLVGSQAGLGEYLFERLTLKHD
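Concentration-response curves derived by four-parameter Hill fitting of normalized fluorescence, where compounds displaced 1-AMA from 10 uM horse apoferritin following a brief 10 min room-temperature incubation; propofol titration acted as positive control.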
PGK inhibitor: qHTS Assay to Find Inhibitors of Phosphoglycerate Kinase; Phosphoglycerate kinase, glycosomal (Trypanosoma brucei brucei), P07378; PGK/GAPDH coupled, Kinase-Glo luminescence, 60 min; Potency, µM (series often up to 57.5 µM), without a hit: at the highest dose activity change, negative = inhibition, actives largely listed as inhibitors; hit rate 0.043% among 380,000; AID 602233, 2012; also: potency is read from the fitted curve at half-maximal effect; % is scaled to controls: 0 for no effect and ±100 for the full control effect; nearly all actives have a fitted effect of over 60% in size
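Luminescent ATP detection (Kinase-Glo Plus) follows a 60-minute room-temperature incubation, with wells lacking PGK as controls. Buffer: 100 mM TEA (pH 7.6), 5 mM MgCl2, 0.01% Tween-20. Coupling enzyme GAPDH (100 nM final) supplies unstable 1,3-BPG in-well.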
* marks the source's active call; other numbers are inactive results; i = inactive; u = inconclusive; x = no result given; & = joins results of further samples; [ ] = another dose, or the depositor's remark. Unless noted, calls follow the shape of the dose curve; as a rule, active = well fitted curve in the direction sought with a large enough effect; inconclusive = small, poorly fitted or top-dose-only effect, or another doubt; inactive = no such curve, though single readings can be large; an effect the other way counts as inactive or inconclusive.

SMILES	RXFP1 antagonist	APEX1 inh	POLK inh	POLB inh	Pol iota inh	BLM helicase inh	Pol eta inh	Anesthetic bind	PGK inhibitor
COc1ccc(C(=O)NCC(=O)N2CCN(c3ccccc3)CC2)cc1	-6	33%	4%	22%	53%[activator]	-3%	-11%	-3%	-6%
CCCc1nc(C)c(-c2ccc(OC)c(OC)c2)c(=O)[nH]1	-2	-1%	0%	8%	-7%	1%	-10%	-3%	-3%
CC(OC(=O)c1cc2c(s1)CCCCC2)C(=O)NC(N)=O (stereo not given)	1	-2%	-11%	21%	23%	5%	0%	5%	-9%
CCOC(=O)c1cccc(NC(=O)CCc2nc(-c3ccccc3F)no2)c1	-11	-5%	-24%	-17%	-7%	-2%	u	u	-5%
CCc1cc2c(=O)c(-c3nc4ccccc4n3C)coc2c(CN2CCCC(C)C2)c1O (stereo not given)	-5	36%	1%	8%	78%[activator]	-3%	-11%	18%	i
CCc1ccc(Sc2cc(C(=O)NCCCN3CCC(C)CC3)c3ccccc3n2)cc1	x	x	-7%[60.1 µM]	0%	12%	-11%	-17%	u	-2%
COc1ccc(NC(=O)CN2CCCC(C)C2)c([N+](=O)[O-])c1 (stereo not given)	-8	14%	-22%	9%	30%	1%	-9%	2%	-9%
CC(C)Sc1nnc([C@H](C)NC(=O)OC(C)(C)C)o1	31	4%	-2%	-1%	8%	-2%	-2%	-16%	-7%
CC1CCCN(CCCNC(=O)c2ccc3c(c2)N(Cc2ccccc2F)C(=O)c2ccccc2S3(=O)=O)C1 (stereo not given)	-13	64%[activator]	8%&2%	0%&28%	30%&25%[activator]	5%&1%	-8%&-14%	u	i
CCCCC(=O)OC1CCC2C3CCc4cc(O)ccc4C3CCC12C (stereo not given)	x	x	-8%	x	1%	x	-18%	x	-2%
Fc1ccc2[nH]c3c(N4CCN(Cc5ccc6c(c5)OCO6)CC4)ncnc3c2c1	-35	-9%	-21%	1%	0%	-6%	u	45%[activator]	0%
O=C(CNS(=O)(=O)c1ccc(Br)s1)NCc1ccc(F)cc1	15	37%[12.4 µM]	2%	2%	30%[activator]	-3%	-18%	-7%	-7%
S=c1[nH]c2cc(-c3ccccc3)ccc2o1	-15	-4%	-4%	-1%	-19%	-4%	2%	-12%	22%
CNC(=O)CSc1nc2nn(-c3ccccc3)c(=O)c-2c2n1CCCCC2	-13	0%	0%	36%	-14%[58.9 µM]	1%	-7%	-13%	i
CCOCCCNC(=O)C1CCN(S(=O)(=O)N2CCCCC2)CC1	x	-5%	17%	-1%	14%	2%	-13%	-7%	-8%
Cc1ccc(S(=O)(=O)N2CCC(C(=O)N3CCc4ccccc43)CC2)cc1C	-5	22%	-16%	x	13%	x	-11%	x	-1%
CCOC(=O)c1ccc(-c2ccc3[nH]c4ccccc4c(=O)c3c2)cc1F	x	7%	-5%	3%	4%	-4%	11%	-3%	-6%
CCOc1ccc(C2C(=O)N(C3CCCCC3)CC(=O)N2Cc2ccc(F)cc2)cc1OC (stereo not given)	2	x	-4%[60.1 µM]	-14%	7%	-1%	-3%	-1%	1%
CCOC(=O)N1CCN(C(=O)c2ccccc2NC(=O)c2ccccc2Cl)CC1	-4	12%	-5%	-2%	-3%	-3%	-17%	-4%	-7%
O=c1c2c(nc3nc(NCc4ccc(Cl)cc4)[nH]n13)CCC2	10	-7%	-5%	1%	17%	-3%	-2%	1%	-7%
O=C(CNC(=O)C12CC3CC(CC(C3)C1)C2)OCc1cc(=O)n2cc(Br)ccc2n1	-12	30%[activator]	5%	10%	-4%	0%	-2%	-21%	i
CCn1nc(NC(C)=O)c2cc3cccc(C)c3nc21	9	16%	-2%	1%	-3%	-5%	-13%	15%	x
Cc1noc(C)c1NC(=O)N(C)C[C@@H]1Oc2ccc(NC(=O)Cc3cn(C)c4ccccc34)cc2CC(=O)N([C@H](C)CO)C[C@@H]1C	x	27%	8%	x	16%	x	-11%	x	i
Cc1ccc(N(CC(=O)Nc2ccc(Br)c(C)c2)S(=O)(=O)c2cccs2)cc1	x	x	-7%	-2%	-5%	-1%	-5%	-8%	0%
CCOC(=O)c1c(NC(=O)C2C3C=CC(C3)C2C(=O)O)sc2c1CCC(CC)C2 (stereo not given)	33	2%	-17%	-28%	-12%	u	-5%	-17%	-12%
Cc1ccc(S(=O)(=O)N2CCN(C(=O)c3ccccc3)C2C(C)C)cc1 (stereo not given)	2	1%	-15%	8%	10%	-2%	-4%	u	-10%
O=c1[nH]c(C2CCN(S(=O)(=O)c3ccccc3C(F)(F)F)CC2)nc2c1nnn2Cc1cccc(F)c1	5	-14%	0%	1%	-1%	-10%	8%	-10%	-2%
COc1ccccc1CC(O)CC1c2c(cc3c(c2OC)OCO3)CCN1C (stereo not given)	-9	x	-10%	x	-10%	x	-4%	x	-2%
COC(=O)c1sc2nc(SCc3ccccc3C)n(N)c(=O)c2c1C	-7	0%	-3%	25%	142%[activator]	4%	-20%	-10%	2%
O=C1CSC(c2cn(-c3ccccc3)nc2-c2ccccc2)N1Cc1ccco1 (stereo not given)	-10	9%	-6%	-3%	u	1%	-17%	-1%	i
CCOC(=O)C1CCN(C(=O)Cn2nc(C)c3c(C)n(-c4ccccc4)nc3c2=O)CC1	-3	-11%	-1%	1%	12%	0%	-25%	-7%	-5%
COc1ccc(OC)c(-c2nnc(SCC(=O)N3CCCc4ccccc43)o2)c1	-1	-2%	-10%	11%	3%	1%	-7%	-20%	-4%
CCOC(=O)c1sc(NC(=O)CCCn2nc([N+](=O)[O-])c(Cl)c2C)c(C(=O)OCC)c1C	-5	-3%	-12%	29%	20%	-3%	0%	-10%	-5%
COc1ccc(S(=O)(=O)NCC(c2ccco2)S(=O)(=O)c2ccc(C)cc2)cc1F (stereo not given)	6	x	-3%[60.1 µM]	-1%	18%	-3%	-17%	-1%	2%
O=C1CC(Nc2cc(=O)[nH]c(=O)[nH]2)C(=O)N1c1ccccc1Cl (stereo not given)	9	-1%	-15%	0%	22%	2%	-9%	-6%	-11%
COc1ccc(N2CCN(C(=O)c3ccc4c(Cl)c5c(nc4c3)CCCC5)CC2)cc1	4	-6%	-2%&-1%	u	11%&-6%	-3%&-3%	-7%&-13%	14%&-22%	-7%&-8%
OC[C@@H]1O[C@@H](O)[C@H](O)[C@H](O)[C@@H]1O	x	-4%	16%[60.1 µM]	x	x	-2%	x	0%	x
O=C(NC(=S)Nc1cccc(Cl)c1N1CCCCC1)c1ccc2c(c1)OCCO2	x	0%	6%	12%	15%	-12%	-7%	6%	-11%
O=C(CSc1ccccc1C(=O)NCCCN1CCCC1=O)NCc1ccco1	0	2%	-9%	3%	-5%	0%	-18%	2%	-7%
COc1ccc(C(=O)NNC(=O)C(=O)NCc2ccccc2)cc1	-17	1%	6%	9%	108%[activator]	-2%	-12%	-15%	-1%

3 compounds out of the list above, sorted by the value under Pol eta inh, descending.
SMILES,RXFP1 antagonist,APEX1 inh,POLK inh,Pol iota inh,BLM helicase inh,Pol eta inh,PGK inhibitor
CCOc1ccc(C2C(=O)N(C3CCCCC3)CC(=O)N2Cc2ccc(F)cc2)cc1OC (stereo not given),2,x,-4%[60.1 µM],7%,-1%,-3%,1%
COc1ccc(C(=O)NNC(=O)C(=O)NCc2ccccc2)cc1,-17,1%,6%,108%[activator],-2%,-12%,-1%
CCOCCCNC(=O)C1CCN(S(=O)(=O)N2CCCCC2)CC1,x,-5%,17%,14%,2%,-13%,-8%

(cont.)
SMILES	RXFP1 antagonist	APEX1 inh	POLK inh	POLB inh	Pol iota inh	BLM helicase inh	Pol eta inh	Anesthetic bind	PGK inhibitor
Cc1ccc(C(=O)NCC(c2cccs2)S(=O)(=O)c2cccs2)cc1C (stereo not given)	x	x	-1%[60.1 µM]	1%	17%	-4%	-22%	-4%	-2%
Cc1ccc(C(=O)CSc2nnc(-c3ccco3)o2)o1	-4	5%	0%	2%	-5%	0%	-1%	-13%	-8%
CNCc1cc(Cl)cc(OC)c1OC(C)C	-3	-9%	-13%	40%	u	0%	-14%	-9%	5%
O=C(Cn1cnc2c(nnn2-c2cccc(Cl)c2)c1=O)NCc1ccccc1	3	-3%	-10%	u	u	-9%	4%	-12%	-10%
Cc1cccc(NC(=O)c2c([N+](=O)[O-])c(C(C)(C)C)nn2C)c1	-10	0%	-6%	5%	211%[activator]	-1%	-18%	-22%	0%
CN(C)CC(C)(C)CNC(=S)Nc1ccc(S(=O)(=O)N2CCOCC2)cc1	2	2%	-10%	10%	8%	3%	-7%	-3%	-4%
O=C(CCNC(=O)Cn1cnc2ccccc2c1=O)NCC1COc2ccccc2O1 (stereo not given)	4	-1%	-3%	7%	5%	-1%	0%	-5%	-10%
CCOc1ccccc1CNS(=O)(=O)c1ccc2c(c1)C(C)(C)C(=O)N2C	20	6%	2%&-10%	23%&3%	28%&25%	-1%&2%	-18%&-10%	-12%&-9%	0%
COCCC1CCCCN1C(=O)c1cc(COc2ccc(-n3cncn3)cc2)on1 (stereo not given)	-7	-14%	-12%	24%	36%[activator]	2%	-2%	u	1%
COc1ccc(C(=O)O)cc1S(=O)(=O)Nc1cccc(C)c1	8	-6%	-10%	2%	4%	2%	10%	8%	-3%
CC(C)(C)OC(=O)C[C@@H]1C/C=C\C[C@@H](CC(=O)N(CCO)Cc2ccccc2)C(=O)NCCOC1=O	x	u	0%	x	-11%	x	-8%	x	i
COc1cc(C)c(/C=C(\C#N)C(=O)Nc2cccc(C)c2)cc1C(C)C	-18	12%	-19%	6%	146%[activator]	2%	-14%	0%	-1%
Cc1cc(O)c(-c2cc(C(=O)NCc3ccc4c(c3)OCO4)[nH]n2)cc1C	-5	-3%	-16%	6%	u	-9%	u	-13%	-6%

Screening data as filed in PubChem BioAssay.

Not all compounds are listed; count on the stated rates, not on these rows.
